Compound activity as filed in PubChem.
M. tuberculosis HTS = M. tuberculosis growth inhibition, HTS (AID 449762). M. tuberculosis H37Rv growth inhibition, 7H9 media; higher % means a stronger effect. one-dose inhibition, % at 25 µM; IC50 in µM for titrated hits. 0.59% of 330,000 active; in the data active means a potency from the dose series; inconclusive means inhibition above about 70% without an active follow-up result;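 further: bacterial growth assessed after seven days of incubation; strong numbers were not always called active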
influenza NS1A = H1N1 influenza NS1A inhibitors, functional cell based assay (AID 504329) | 0.3% of 340,000 active | inhibition, % at 12.5 µM; hits with a dose series show IC50 in µM | NS1A functional cell-based assay, percent inhibition; higher % means a stronger effect; in the data active means a potency from the dose series; inconclusive means inhibition above about 27% without an active follow-up result; further: strong numbers were not always called active
Salmonella PhoP GFP = Inhibition of PhoP regulon, Salmonella typhi GFP reporter cells, confirmation, 4 h (AID 1850); Salmonella Typhi PhoP-promoter GFP reporter, fluorescence, 4 h; higher % means a stronger effect; one-dose inhibition, % at 50 µM; IC50 in µM for titrated hits; 0.33% of 310,000 active; in the data active means a potency from the dose series; inconclusive means inhibition mostly from about 25% at the one dose, without a potency; inactive means the rest, 99 in 100 with inhibition below about 19%;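 further: 0% = induced wells with vehicle and 100% = uninduced wells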
M. tuberculosis = growth inhibition of non-replicating M. tuberculosis (AID 488890); Mycobacterium tuberculosis non-replicating, growth inhibition; higher % means a stronger effect; inhibition, % at 25 µM, or IC50 in µM where a hit was titrated; 0.39% of 320,000 active; in the data active means a potency from the dose series; inconclusive means inhibition mostly from about 82% at the one dose, without a potency; inactive means the rest, 99 in 100 with inhibition below about 76%;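 further: plate controls were DMSO cells for no effect and high antibiotic wells for full effect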
VEEV TC-83 Vero = inhibitors of VEEV TC-83 cytopathic effect, confirmation, Vero cells (AID 588727); Vero cells, VEEV TC-83 cytopathic effect inhibition; higher % means a stronger effect; inhibition, % at 20 µM; hits with a dose series show IC50 in µM; 0.13% of 350,000 active; in the data active means a potency from the dose series; inconclusive means inhibition mostly from about 14% at the one dose, without a potency; inactive means the rest, 99 in 100 with inhibition below about 12%; further: strong numbers were not always called active
VEEV TC-83 Vero 10K pilot screen = also measured in VEEV TC-83 Vero; calls as there; inhibition, %; measured here: 10K pilot screen inhibition
* hit, by the source's call; i = inactive; ? = inconclusive; nt = no result given.

SMILES	M. tuberculosis HTS	influenza NS1A	Salmonella PhoP GFP	M. tuberculosis	VEEV TC-83 Vero	others
CCN1C(=O)[C@H]2[C@@H](c3ccc(-c4ccc(F)cc4)cc3)N[C@@](Cc3ccccc3)(C(=O)OC)[C@H]2C1=O	-1%	6%	-35%	32%	i
CCN1C(=NCC(C)C)N[C@@H](c2cccc(F)c2)C(C(=O)OC)=C1C	-3%	4%	-8%	0%	1.3%
CCN(CC)S(=O)(=O)c1ccc(Cl)c(NC(=O)COC(=O)/C=C/c2cc(OC)c(OC)c(OC)c2)c1	2%	-3%	-4%	-1%	3.7%
CC1(C)CC(NC(=O)c2ccccc2C(=O)NC2CC(C)(C)NC(C)(C)C2)CC(C)(C)N1	7%	7%	-4%	-25%	i
NP(=O)(Oc1ccc(Cl)cc1)Oc1ccc(Cl)cc1	-6%	-4%	-1%	69%	2.1%
CSc1ccc(C(=O)C(C)(C)N2CCOCC2)cc1	3%	-4%	3%	-2%	2.2%
Cc1ccc(-c2cc(C(=O)N/N=C/c3ccccc3O)n[nH]2)o1	-11%	-5%	-4%	-12%	?
CCCCN(CCCC)CCCN1CC(=O)N2[C@@H](Cc3c([nH]c4ccccc34)C2(C)C)C1=O	4%	-16%	-3%	11%	i
O=C(O)c1ccc(NS(=O)(=O)c2cc(Cl)ccc2Cl)cc1O	0%	-8%	-3%	18%	3.6%
Cc1ccccc1N1C(=O)C2C3C=CC(CC3)C2C1=O (centres undefined)	-6%	16%	-6%	13%	0.1%
COc1ccc(NC(=O)c2cc(-c3cccs3)on2)cc1	5%	-5%	14%	16%	2.4%
CCOC(=O)c1sc(NC(=O)CN2CCN(c3ccc(OC)cc3)CC2)nc1C	51%	-1%	-4%	?	1.4%

Next section, overlapping the part above by 2 compounds.
SMILES	M. tuberculosis HTS	influenza NS1A	Salmonella PhoP GFP	M. tuberculosis	VEEV TC-83 Vero	others
COc1ccc(NC(=O)c2cc(-c3cccs3)on2)cc1	5%	-5%	14%	16%	2.4%
CCOC(=O)c1sc(NC(=O)CN2CCN(c3ccc(OC)cc3)CC2)nc1C	51%	-1%	-4%	?	1.4%
COc1ccccc1C(=O)NCCC(=O)NCCOc1ccccc1	-23%	-10%	-6%	-8%	1.9%
Nc1c(NCCN2CCCCC2)c2ccccc2oc1=O	-3%	-12%	13%	-4%	1.7%
COc1ccc(CCNc2ncnc3c2nnn3Cc2ccccc2)cc1OC	2%	0%	-4%	32%	8.7%
CCC(C)NC(=O)[C@H]1N2C(=O)c3c(ccc(OC)c3OC)C2SC1(C)C (some centres undefined)	0%	17%	-14%	-4%	0.2%
COc1cc(C)ccc1OCCOc1c(Cl)cc(Cl)cc1Cl	-5%	-1%	17%	9%	i
COc1ccc(C(c2nnnn2C2CCCC2)N2CCC(C(N)=O)CC2)c(OC)c1 (centres undefined)	nt	3%	nt	nt	0.7%
COCc1cc(C)nc(SCC(=O)Nc2ccc3c(c2)OCCO3)c1C#N	-1%	-3%	0%	-7%	2.1%
CCCSC1C(C)=C(C)C(=O)N1Cc1ccccc1 (centres undefined)	3%	-17%	-3%	-2%	i
Cc1cccc(Cc2nnc(CCC(=O)NCc3cnc4ccccn34)o2)c1	-2%	-8%	1%	4%	0.6%
CC(=O)Nc1ccccc1C(=O)C(=O)Nc1cccc(F)c1	5%	3%	-8%	4%	i
O=C(NCCSCc1ccccc1)c1ccc(C2SCC(=O)N2Cc2ccccc2)cc1 (centres undefined)	-7%	3%	0%	24%	2.8%
COc1ccc(CNC(=O)CCSc2nc(-c3ccc4c(c3)OCO4)cc(C(F)(F)F)n2)cc1	10%	6%	-5%	-18%	2.9%
Cc1cc(Br)c2c(c1)C1(OCCO1)C(=O)N2	0%	-6%	-4%	0%	1.4%
O=C(CCC(=O)Nc1ccc(F)cc1)N/N=C/c1cc([N+](=O)[O-])ccc1O	7%	-4%	5%	51%	0.6%
O=[N+]([O-])c1ccccc1S(=O)(=O)N1CCCCC1	-5%	37%	3%	11%	i
CCOC(=O)[C@H]1[C@H]2COc3cc(OC)ccc3[C@@H]2N2C(=O)N(c3ccc(Cl)cc3)C(=O)[C@@]12C	10%	-17%	-5%	9%	1.6%
O=C(OCC(O)C(O)C(O)COC(=O)c1ccccc1)c1ccccc1 (centres undefined)	nt	-5%	nt	nt	0.3%
CCCC(=O)Nc1nnc(SCC(=O)NCc2ccc3c(c2)OCO3)s1	0%	1%	5%	5%	i
CCCc1cc(=O)[nH]c(SCC(=O)Nc2sccc2C#N)n1	nt	-1%	nt	nt	2.3%
CCc1nnc(NC(=O)c2ccc3c(c2)C(=O)N(C(C)(C)C)C3=O)s1	1%	2%	2%	6%	7.2%
Clc1ccc(Oc2cnns2)cc1Cl	0%	2%	-2%	6%	2.4%
Cc1cc(C)nc(/N=C(\N)Nc2cccc([N+](=O)[O-])c2)n1	7%	-5%	-10%	20%	0.5%	VEEV TC-83 Vero 10K pilot screen=0.6
O=C(Cn1c(NCCCO)nc2ccccc21)c1ccc(Cl)cc1Cl	6%	4%	-2%	6%	0.2%
Cc1ccccc1S(=O)(=O)Nc1ncnc2scc(-c3ccccc3)c12	15%	-7%	-8%	49%	0.9%
Cc1ccc(CS(=O)Cc2ccc(C(=O)NCc3ccccc3Br)o2)cc1 (centres undefined)	6%	5%	6%	10%	i
COc1cccc(CNS(=O)(=O)c2ccc3c(c2)CC(C)N3C(=O)C2CC2)c1 (centres undefined)	-5%	-5%	1%	11%	i
CC(=O)c1ccc(Sc2nnnn2-c2ccccc2)c([N+](=O)[O-])c1	4.5µM*	-5%	-8%	i	?
COc1ccc(CC(=O)Nc2c3c(nn2C(C)(C)C)CS(=O)(=O)C3)cc1OC	0%	-6%	-12%	-9%	i
CCC(C)Sc1cc(-c2nc3ccc(Cl)cn3c2NC2CCCCC2)ccc1OC (centres undefined)	3%	-38%	nt	27%	1.7%	VEEV TC-83 Vero 10K pilot screen=1.1
CCc1ccccc1NC(=O)CSc1nnc(Cn2cnc3ccccc32)o1	-1%	-1%	-2%	-2%	0.9%
COc1ccccc1/C=C/C(=O)OCC(=O)Nc1ccccc1Sc1ccccc1	8%	-8%	-4%	42%	0.9%
COc1ccc(S(=O)(=O)Nc2c(F)cccc2F)cc1	6%	-5%	5%	-4%	1.3%
Cc1ccsc1/C=N/NC(=O)Cc1cccn1C	1%	5%	-10%	-7%	2.1%
CCOc1ccccc1-c1nc(CN2CCN(C(=O)c3ccco3)CC2)c(C)o1	-9%	10%	-10%	7%	2.4%
CC(=O)C(Sc1nc(NC(C)(C)C)nc(N(C)C)n1)C(C)=O	3%	10%	4%	-7%	1.0%
COc1cccc(/C=N/NC(=S)NCCc2ccccc2)c1OC	1%	-11%	11%	-6%	1.6%
Cc1cccc2[nH]c(CN(C)C(=O)C3CCC(=O)N(C4CC4)C3)nc12 (centres undefined)	0%	-7%	11%	3%	0.4%
COc1cccc(NC(=O)N2CCOCC2)c1	2%	-16%	-7%	-3%	1.3%
COc1cc(O)c(C(=O)CC(=O)c2ccncc2)c(OC)c1	nt	-17%	nt	nt	i
COc1cc(C2C(C(=O)c3ccc(C)o3)=C(O)C(=O)N2CCCn2ccnc2)cc(OC)c1OC (centres undefined)	-1%	7%	-2%	4%	4.0%
Cc1cc(NCCO)c2cc(O)ccc2n1	-1%	7%	-1%	0%	2.3%
CCN(CC(=O)Nc1c(F)cccc1F)C(=O)C1CCCN(C(=O)c2ccc(Cl)cc2)C1 (centres undefined)	-1%	-10%	-2%	1%	5.2%
CC1=CC(=O)CC(C)(C)C1(O)/C=C/C(C)=C/C(=O)O (centres undefined)	-9%	0%	16%	-6%	0.0%
CC(C)C[C@H](NC(=O)OC(C)(C)C)c1nnc(SCC(=O)Nc2ccc(Br)cc2)o1	-7%	-1%	-7%	-8%	0.4%
O=C(O)c1ccc(-c2noc(-c3cccc(C(F)(F)F)c3)n2)cc1	44%	-6%	-11%	70%	0.6%	VEEV TC-83 Vero 10K pilot screen=0.8
CSc1nc(-c2ccccc2)nc(N2CCOCC2)c1C(C)=O	1%	-5%	0%	26%	2.9%
CCN(CC)c1ccc(CNc2ccc3c(c2)ncn3CC)cc1	58%	nt	-11%	4%	nt
CCn1c(SCc2ccccc2)nc2c(c1=O)SCC2	-1%	4%	5%	12%	i
Cc1ccccc1C(CC(=O)c1cccs1)C(C#N)C#N (centres undefined)	?	7%	2%	?	61%
Cc1nnc(-c2cnn(C)c2N)n1Cc1ccccc1F	0%	4%	1%	-4%	0.2%
CCC(Cc1ccccc1)NC(=O)C1CCN(S(=O)(=O)c2ccc3c(c2)CC(C)N3C(C)=O)CC1 (centres undefined)	-3%	30%	6%	25%	0.6%
Cc1ccc(SCc2cc(=O)[nH]c(SCC(=O)Nc3cc(Cl)ccc3Cl)n2)cc1	-2%	2%	-6%	-12%	0.2%
COc1ccc(/C=N/NC(=O)CN2CCCc3ccccc32)c(OC)c1	-1%	7%	16%	8%	0.2%
CC(OC(=O)CSc1ccc(F)cc1)C(=O)NC1(C#N)CCCCC1 (centres undefined)	-15%	-9%	-6%	5%	i
COc1ccc(NC(=O)CSc2n[nH]c(=O)n2C2CC2)cc1Cl	nt	9%	nt	nt	1.6%
C=CCN1C(=O)/C(=C\c2ccc(Oc3nc(N4CCOCC4)nc(N4CCOCC4)n3)c(OC)c2)SC1=S	-7%	-21%	2%	-7%	5.8%
COc1ccc(-c2csc(-c3cccnc3)n2)cc1C	66%	-3%	3%	48%	6.3%
COc1cc2oc3ccccc3c2cc1N(CC(=O)N(C)C)S(=O)(=O)c1ccc(C)cc1	-5%	2%	1%	-8%	2.1%
Cc1cc(C)c(NC(=S)NCCO)c(C)c1	0%	1%	5%	-4%	0.7%
Cc1c(CN(C)C(=O)/C=C/c2ccc([N+](=O)[O-])cc2)cnn1C	-2%	-7%	-5%	2%	i
Continuation.
SMILES	M. tuberculosis HTS	influenza NS1A	Salmonella PhoP GFP	M. tuberculosis	VEEV TC-83 Vero	others
Cc1c(C(=O)OCCOc2ccccc2)[nH]c2c1C(=O)CCC2	14%	6%	-9%	38%	5.6%
Cc1cccc(NC(=O)c2ccc(NC(=O)CC3SC(N4CCCC4)=NC3=O)cc2)n1 (centres undefined)	16%	-3%	5%	-9%	3.9%
COc1ccc(C2Nc3ccccc3C(=O)N2Cc2ccco2)cc1COc1ccc([N+](=O)[O-])cc1 (centres undefined)	6%	1%	-6%	35%	5.7%
O=C(c1cc(-c2ccccc2)nc2ccccc12)N1CCc2ccccc2C1	4%	1%	-10%	20%	2.3%
Cc1ccc(C(NC(=O)C2CCCCC2)c2c(O)ccc3ccccc23)cc1 (centres undefined)	11%	-3%	8%	43%	i
Cc1ccn2c(Nc3ccc4c(c3)OCO4)c(-c3ccc(O)cc3)nc2c1	3%	1%	-15%	34%	1.7%
COCCCNC(=O)CCSc1ccc(C)cc1	6%	2%	-5%	17%	0.2%
Cc1cccc2cc(CN(Cc3ccco3)C(=O)NC3CCCCC3)c(=O)[nH]c12	15%	3%	-10%	32%	2.5%
Cc1ccc(-c2nc3cc(NC(=O)C(C)C)ccc3o2)cc1C	-2%	0%	-1%	-5%	1.6%
O=C(CN(C1CCCCC1)S(=O)(=O)c1ccc(Cl)cc1)N1CCOCC1	-8%	2%	-10%	-2%	2.2%
COc1cccc(OC)c1C(=O)Nc1ccc(N2CCCC2)cc1	5%	0%	3%	17%	0.1%
O=C(c1cc(COc2c(F)cccc2F)on1)N1C[C@H]2CC[C@H]1C2	10%	-6%	15%	0%	1.4%
O=C(c1ccc2c(c1)N(Cc1ccccc1)CCS2)N1CCC2(CC1)OCCO2	3%	7%	-12%	-22%	4.6%

3 compounds already listed, ordered by SMILES length, descending.
SMILES	M. tuberculosis HTS	influenza NS1A	Salmonella PhoP GFP	M. tuberculosis	VEEV TC-83 Vero	others
COc1ccc(C2Nc3ccccc3C(=O)N2Cc2ccco2)cc1COc1ccc([N+](=O)[O-])cc1 (centres undefined)	6%	1%	-6%	35%	5.7%
Cc1cccc2cc(CN(Cc3ccco3)C(=O)NC3CCCCC3)c(=O)[nH]c12	15%	3%	-10%	32%	2.5%
O=C(CN(C1CCCCC1)S(=O)(=O)c1ccc(Cl)cc1)N1CCOCC1	-8%	2%	-10%	-2%	2.2%

At a glance, part of the list above.
SMILES	M. tuberculosis HTS	influenza NS1A	Salmonella PhoP GFP	M. tuberculosis	VEEV TC-83 Vero	others
Cc1c(C(=O)OCCOc2ccccc2)[nH]c2c1C(=O)CCC2	14%	6%	-9%	38%	5.6%
Cc1cccc(NC(=O)c2ccc(NC(=O)CC3SC(N4CCCC4)=NC3=O)cc2)n1 (centres undefined)	16%	-3%	5%	-9%	3.9%
COc1ccc(C2Nc3ccccc3C(=O)N2Cc2ccco2)cc1COc1ccc([N+](=O)[O-])cc1 (centres undefined)	6%	1%	-6%	35%	5.7%
